Bioassay records as filed in PubChem.
GRIN3A LBD mod – binders of NR3A ligand-binding domain, primary screen, biophysical, differential scanning fluorimetry, uHTS; NR3A LBD differential scanning fluorimetry, Tm shift; 0% = protein alone, 100% = glycine-bound protein; AID 1259313, 2017; actives 2.5% (n = 340,000); Tm shift relative to glycine control, % at 25 µM;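 active means melting temperature shift of at least 10% of the positive control shift, at one fixed dose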
SENP1 FRET inh – human SENP1 catalytic domain inhibitors, primary screen, biochemical, FRET, uHTS | inhibition, % at 10 µM | actives 0.21% (n = 360,000) | AID 624204, 2012 | recombinant SENP1 catalytic domain, CyPet-SUMO1-YPet FRET cleavage;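 active means inhibition at least 30% at 10 µM, raw YFP signal under a set limit, fluorescence ratio 0.5 to 1.5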;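 further: 0% = enzyme with DMSO and 100% = no enzyme wells; some results filed as inactive read as strong as hits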
Target sequence (Q9P0U3 419-644 limits assumed): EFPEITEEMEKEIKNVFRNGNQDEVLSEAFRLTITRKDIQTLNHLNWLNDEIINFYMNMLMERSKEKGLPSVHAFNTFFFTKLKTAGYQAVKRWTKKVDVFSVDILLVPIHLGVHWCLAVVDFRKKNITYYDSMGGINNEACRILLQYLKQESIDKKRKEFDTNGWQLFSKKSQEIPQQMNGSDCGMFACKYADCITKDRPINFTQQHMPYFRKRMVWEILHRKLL
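Assay system – human recombinant His6-tagged SENP1 catalytic domain enzyme · Input – SENP1 enzyme, 20 pM final · Buffer or medium – Tris pH 8 buffer plus EDTA, NaCl, BME, BSA, NP40, catalase · Schedule – 50 min reaction at room temperature · Technique – FRET read of cyan and yellow fluorescence · Control set – no-enzyme wells low, DMSO-plus-enzyme wells high control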
ATG4B inh – ATG4B protease inhibitors, primary screen, biochemical, fluorescence, uHTS; AID 504462, 2011; ATG4B cleavage of LC3-PLA2, NBD-HPC fluorescence, 1 h; actives 0.51% (n = 340,000); inhibition, % at 8.33 µM; Cysteine protease ATG4B (Homo sapiens), Q9Y4P1; in the data active means inhibition above about 40%
MPTP inh – mitochondrial permeability transition pore inhibitors, primary screen, biochemical, isolated mouse mitochondria, absorbance. Ca2+ swelling absorbance, 30 min. inhibition, % at 10 µM. actives 1.4% (n = 360,000);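 active means inhibition of 50% or more, scaled per plate between neutral and stimulator controls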;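 further: 0% = DMSO wells given calcium and 100% = 1 mM EGTA wells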
SENP6 inh – SENP6 protease inhibitors, primary screen, biochemical, luminescence, uHTS; Sentrin-specific protease 6 (Homo sapiens), Q9GZR1; Recombinant SENP6 catalytic domain, aminoluciferin luminescence; inhibition, % at 10 µM; actives 1.8% (n = 330,000);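 active means inhibition above about 50% at the single tested dose, limit read from the data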;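 further: plate controls were DMSO wells with enzyme for no effect and DMSO wells lacking enzyme for full effect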
hIAP activ – human IAP activators, primary screen, biochemical, luminescence, uHTS; Intestinal-type alkaline phosphatase (Homo sapiens), P09923; purified human IAP, CDP-Star luminescence, 30 min; active compounds read high; 1 = vehicle-only enzyme, 0 = enzyme-free background; activation factor at 10 µM; actives 0.16% (n = 330,000); AID 2524, 2010;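 active means activation factor of the enzyme at least 2-fold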; further: the source names both 10 and 20 µM as test concentration; values of inactives mirror those of a sister screen read the other way
Target sequence (P09923 whole entry, looked up): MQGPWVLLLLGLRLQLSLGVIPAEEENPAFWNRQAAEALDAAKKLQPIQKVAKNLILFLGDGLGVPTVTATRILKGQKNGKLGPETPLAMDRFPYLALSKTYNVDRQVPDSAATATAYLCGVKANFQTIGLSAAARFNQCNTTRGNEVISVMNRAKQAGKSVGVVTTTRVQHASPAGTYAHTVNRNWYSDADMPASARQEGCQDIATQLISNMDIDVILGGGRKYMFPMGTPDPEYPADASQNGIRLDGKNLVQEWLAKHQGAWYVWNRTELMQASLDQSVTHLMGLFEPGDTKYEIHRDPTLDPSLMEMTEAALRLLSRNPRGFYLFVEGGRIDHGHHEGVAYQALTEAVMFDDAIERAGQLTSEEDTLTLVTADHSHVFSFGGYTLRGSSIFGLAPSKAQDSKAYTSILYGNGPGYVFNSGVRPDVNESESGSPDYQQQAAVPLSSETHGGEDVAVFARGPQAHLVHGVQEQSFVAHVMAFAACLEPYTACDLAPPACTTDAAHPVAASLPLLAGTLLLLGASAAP
SENP8 block – human SENP8 protease inhibitors, primary screen, biochemical, fluorescence, Nedd8 protein substrate, uHTS; Sentrin-specific protease 8 (Homo sapiens), Q96LD8; recombinant SENP8; inhibition, % at 20 µM; actives 0.64% (n = 360,000); AID 602440, 2012; in the data active means inhibition mostly above about 40%, no sharp cut-off; inactive means mostly below about 27%
Target sequence (Q96LD8 whole entry, looked up): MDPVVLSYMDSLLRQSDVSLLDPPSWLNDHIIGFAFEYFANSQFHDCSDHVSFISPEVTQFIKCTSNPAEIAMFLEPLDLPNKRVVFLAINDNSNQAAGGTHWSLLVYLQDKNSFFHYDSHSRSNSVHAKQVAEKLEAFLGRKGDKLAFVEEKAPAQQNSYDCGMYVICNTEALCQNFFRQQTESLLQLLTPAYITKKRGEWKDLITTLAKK
PfG6PD inh – PfG6PD enzyme inhibitors, primary screen, biochemical, fluorescence intensity, uHTS; PfGluPho enzyme, NADPH resazurin-diaphorase fluorescence; inhibition, % at 20 µM; actives 0.78% (n = 350,000);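 active means inhibition reaching at least a set limit at 20 µM in the primary screen, cut at about 59% in these data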;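 further: 0% = DMSO wells with substrate and 100% = DMSO wells lacking glucose-6-phosphate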
* = called active by the depositor; . = no result given. Compounds were not picked by outcome; 6.7% or so of the library scored in one or more.

Screens in order – GRIN3A LBD mod	SENP1 FRET inh	ATG4B inh	MPTP inh	SENP6 inh	hIAP activ	SENP8 block	PfG6PD inh
- CCCCn1c(N)c(N(CCOC)C(=O)CSc2ccccc2C)c(=O)[nH]c1=O
→ 0	-4	-1	-1.1	-7	0.93	5	-1
- CCCCCCC(=O)Nc1c(O)c2ccccc2[nH]c1=O
→ -2	1	-1	-0.6	24	0.98	-3	-12
- O=C1CCCc2c1nc(-c1cccc(Cl)c1)n2O
→ 2	3	17	-1.7	7	0.97	-260	-12
- Cc1c(S(=O)(=O)N2CCCC(C)C2)c(=O)n(C)c(=O)n1C (configuration not stated)
→ .	1	-2	-0.7	1	1.1	4	-2
- O=C(c1ccccc1Br)N1N=C(c2ccccc2)CC1c1ccccc1F (configuration not stated)
→ 3	3	-1	0.9	-21	1	25	11
- CC(C)CNC(=S)NNC(=O)c1csc2c1CCC(C)C2 (configuration not stated)
→ -3	1	3	1.3	-6	1.2	8	-6
- CCOC(=O)C(O)(CC(=O)c1ccc(OC)cc1)C(F)(F)F (configuration not stated)
→ 0	1	-8	-0.6	-13	0.82	3	8
- CC1CCN(C2=NC(=O)/C(=C/c3cccc(O)c3)S2)CC1
→ -3	1	-2	-0.7	-27	1	-14	-2
- CCc1ccc(-c2cc3c(=O)n(CC(=O)N4CCCCCC4)nc(C)n3n2)cc1
→ -1	4	1	0.0	5	1.2	3	1
- CCCCN(CCCC)CCCNC(=O)CC1Oc2ccc(C)cc2NC1=O (configuration not stated)
→ 1	1	-5	1.2	6	1.1	15	2
- CCOc1ccc(NC(=S)N2CCCCCC2)cc1
→ 1	2	4	0.1	-2	1	8	-11
- O=C(NNC(=O)C1CCN(S(=O)(=O)c2ccc(Cl)cc2)CC1)c1ccccc1
→ 3	0	6	-0.8	7	0.92	11	-26
- CCc1ccc2ncc(C(=O)c3ccccc3)c(N3CCOCC3)c2c1
→ -3	0	-18	2.3	0	0.84	0	8
- O=C(C1CCCN(S(=O)(=O)c2ccccc2)C1)N1CCN(c2ncccn2)CC1 (configuration not stated)
→ 1	1	9	-0.4	-2	0.91	-32	-13
- CCC(=O)NC(=S)Nc1ccc(NC(=S)NC(=O)c2ccc(C)cc2)cc1
→ 1	0	7	6.2	3	0.93	12	-6
- CCC(C(=O)OCC(=O)Nc1cccc(OC)c1)c1ccccc1 (configuration not stated)
→ 0	1	-8	1.9	11	1.2	21	2
- O=C(Cn1ncc2c(=O)oc3ccccc3c21)NC1CC1
→ 1	2	-2	-1.5	-4	0.89	15	-7
- Cc1nc(-c2cc(C#N)c(Sc3ccc(Cl)cc3Cl)nc2C)cs1
→ 5	0	-8	-1.7	-15	1	1	6
- O=C(Nc1cccnc1)Nc1ccc(Br)cc1Cl
→ -7	1	2	58*	-12	1.2	16	-6
- COCCN(C(=S)Nc1ccc(Cl)cc1OC)C1CCN(C(C)=O)CC1
→ 0	7	-4	2.3	9	0.86	14	-3
- CCOC(=O)C1C(=O)CC(C)(O)C(C(=O)OCC)C1c1ccccc1 (configuration not stated)
→ -2	2	1	1.4	-5	1	8	-5
- COc1ccc(OC)c(-c2cc(C(=O)Nc3cc(C)n(Cc4ccc(Cl)cc4)n3)no2)c1
→ -2	-2	-1	0.2	-4	0.93	-262	2
- Cc1c(-c2ccc(F)cc2)[n+](=O)c(-c2ccc(F)cc2)c(C)n1[O-]
→ 0	1	-9	0.9	-1	1	11	0
- Cc1ccc(C(CC(=O)O)C2CCOC(C)(C)C2)cc1 (configuration not stated)
→ 1	2	-3	1.1	-6	1	7	5
- Cc1cccc(Cn2nc(C(C)(C)C)cc2C(=O)Nc2ccc(F)cc2)c1
→ 0	3	0	83*	-12	1.1	2	35
- Cc1ccc(C2(CCN)CCOC(C(C)C)C2)cc1 (configuration not stated)
→ -2	-1	-3	-2.8	10	0.98	25	-13
- CCC(C)[C@H]1CNCCN1CCCc1cc(OC)c(OC)c(OC)c1 (some centres not stated)
→ 2	-1	-3	0.4	6	0.91	10	12
- CCCCC[C@@H]1C=C(C(=O)O)[C@H](c2ccc3c(c2)OCO3)N1S(=O)(=O)c1ccc(C)cc1
→ -2	-19	50*	1.1	-14	0.98	-7	-18
- O=C(Cc1ccccn1)c1ccncc1
→ -1	-2	0	-1.1	.	.	-37	-15
- COc1ccc(C(=O)COC(=O)CCC(=O)c2cccs2)cc1
→ -1	2	-8	2.2	-17	1.6	-2	0

The final 4 records of the part before are carried over, then new ones follow:
Screens in order – GRIN3A LBD mod	SENP1 FRET inh	ATG4B inh	MPTP inh	SENP6 inh	hIAP activ	SENP8 block	PfG6PD inh
- CCC(C)[C@H]1CNCCN1CCCc1cc(OC)c(OC)c(OC)c1 (some centres not stated)
→ 2	-1	-3	0.4	6	0.91	10	12
- CCCCC[C@@H]1C=C(C(=O)O)[C@H](c2ccc3c(c2)OCO3)N1S(=O)(=O)c1ccc(C)cc1
→ -2	-19	50*	1.1	-14	0.98	-7	-18
- O=C(Cc1ccccn1)c1ccncc1
→ -1	-2	0	-1.1	.	.	-37	-15
- COc1ccc(C(=O)COC(=O)CCC(=O)c2cccs2)cc1
→ -1	2	-8	2.2	-17	1.6	-2	0
- CCOc1ccc(NC(=O)CSc2nnc(C34CC5CC(CC(C5)C3)C4)n2C)cc1
→ 1	1	-14	6.6	5	0.83	9	19
- COC(=O)C1=C(C)NC(C)=C(C(=O)OC)C1/C=C/c1ccccc1
→ -1	-12	-3	0.0	11	0.95	-264	-13
- CC(=O)c1cccn1S(=O)(=O)c1ccccc1
→ -1	-1	-2	-1.2	-19	0.89	11	8
- CCOc1ccc(S(=O)(=O)N/N=C\c2ccc3c(c2)OCO3)cc1
→ -3	1	2	1.2	1	1.1	7	-13
- Cc1cccc(-n2c(SCC(N)=O)nnc2-c2ccccn2)c1C
→ 2	1	3	-1.1	-13	1	18	10
- CC(C)(CN=C1NS(=O)(=O)c2ccccc21)CNC(=O)c1ccccc1
→ 1	0	-2	0.0	-10	0.97	0	5
- S=C1SCN(Cc2cccnc2)CN1Cc1cccnc1
→ -1	-1	-2	1.2	-2	0.88	23	13
- COc1cc(C2CC(=O)C3=C(C2)Nc2ncnn2C3c2cccs2)cc(OC)c1OC (configuration not stated)
→ -2	-70	-5	1.7	-10	1.3	-84	-4
- Cc1cc(C)c(NC(=O)CS(=O)CC(=O)NCCCc2ccccc2)c(C)c1 (configuration not stated)
→ -3	2	-11	0.6	4	1	4	-3
- COc1cccc(C(=O)CSc2nccn2C)c1
→ -3	-1	-5	1.0	-10	0.98	2	4
- COc1ccc(NC(=O)c2ccc3ccccc3c2)cc1NS(=O)(=O)c1ccc(F)cc1
→ -1	2	-28	-0.7	2	1	-1	3
- Cc1nn(C)cc1/C=N/NC(=S)Nc1ccc(Cl)cc1Cl
→ 18*	1	1	1.3	-29	1.1	9	10
- Clc1ccc(OCCSc2ncccn2)c(Br)c1
→ 2	3	5	0.6	40	0.91	5	-6
- CCC(C)NCCOc1ccc(Br)cc1 (configuration not stated)
→ 1	3	-11	0.3	-4	1	5	13
- CCOC(=O)c1c(NC(=O)COc2cccc3c2CCN(CC)C3=O)sc2c1CCC2
→ 0	0	-3	8.4	-8	1	-112	3
- O=C(Nc1nc(-c2ccccc2)c(C(=O)c2ccccc2)s1)c1ccc(S(=O)(=O)N2CCCCC2)cc1
→ -3	-55	-7	21	3	0.83	-15	-19
- CCOC(=O)[C@H]1[C@H]2COc3ccc(Br)cc3[C@@H]2N2C(=O)c3cc(F)c(F)cc3NC(=O)[C@@]12C
→ -18	0	-10	0.8	-24	0.85	2	5
- O=C(Cn1cnc2c(nnn2-c2ccc(F)cc2)c1=O)N1CCCc2ccccc21
→ 0	1	-12	-0.3	13	1	15	-1
- CCCC(=O)Nc1ccc(C(=O)NCCCn2ccnc2)cc1
→ 2	0	-6	-1.0	-28	0.87	27	10
- Cc1ccc(N(C(=O)CCCC(=O)Nc2ccccn2)C(C(=O)NC2CCCC2)c2ccc(O)cc2)cc1C (configuration not stated)
→ 2	2	-10	-0.7	-2	0.92	8	-5
- C=CCNC(=O)C(=O)NCCCN1CCOCC1
→ -5	0	3	-4.0	12	0.91	1	8
- CC(C)Cc1ccc(C#N)c(SCC(N)=O)n1
→ 0	-1	-10	0.5	-1	0.99	6	14
- CCCCCCC(C)OC(=O)c1ccccc1C(=O)O (configuration not stated)
→ 4	1	-3	-1.0	12	0.98	12	-15
- CC(=O)NNS(=O)(=O)c1ccc(-c2cc(C(F)(F)F)n(C)n2)s1
→ 2	-2	-4	4.0	-10	0.81	16	15
- Cc1nc2c3cc(Cl)ccc3n(CCN3CCOCC3)c2s1
→ 0	1	-4	1.5	-14	0.95	3	26
- CCCc1nc2ccc(NC(=O)NCCC(=O)OCC)cc2c(=O)n1Cc1ccc(Cl)cc1
→ -3	4	4	-12	-12	1	-91	7
- Cc1nc(SCC(=O)N2CC(=O)Nc3ccccc32)c2c(C)c(C)sc2n1
→ 1	1	27	1.7	3	1.1	4	-7
- COc1cccc(C(=O)OCC(=O)c2c[nH]c3ccccc23)c1OC
→ 9	-8	4	1.0	34	0.95	-13	-3
- COc1cc2cc(Oc3ccc4ccc(=O)oc4c3)c(=O)oc2cc1OC(C)=O
→ -3	-65	-16	0.5	13	0.8	-207	-2
- O=C(c1cnccn1)N1CCN(c2ccccc2F)CC1
→ -1	0	1	-3.8	-14	0.68	15	5
- Cc1ccc(NS(=O)(=O)c2ccc(-n3cccn3)cc2)c(Cl)c1
→ .	1	.	1.3	.	.	10	2
- Cc1ccc(/C=C(\NC(=O)c2ccccc2)C(=O)NC(Cc2ccccc2)C(=O)O)cc1 (configuration not stated)
→ 0	1	5	0.4	-13	1	16	-7
- C=C(C)c1ccccc1NC(=O)CCN1C(=O)c2ccccc2S1(=O)=O
→ -4	1	-3	-0.6	9	0.95	12	1
- CCN(CCn1cccn1)C(=O)CCc1nnc(CCCc2ccccc2)o1
→ 1	1	-3	2.7	-30	0.95	9	9
- Cc1cn([C@H]2C[C@H](O)[C@@H](CNCc3cc(Br)ccc3OCc3ccccc3)O2)c(=O)[nH]c1=O
→ .	1	.	-0.5	.	.	6	1
- N#C/C(=C/c1ccc(N2CCCCC2)o1)C(=O)Nc1ccc(Cl)cc1
→ 12*	-24	8	1.2	13	0.62	38	8
- O=C(NCCN1CCN(c2ccccc2)CC1)C1(S(=O)(=O)c2ccc(Cl)cc2)CC1
→ -1	0	-14	-1.7	-7	1.1	10	5
- COCCCn1c(SCC(=O)OC2CCCCC2)nnc1-c1ccco1
→ -19	-2	-6	0.4	-1	0.93	13	-3
- COc1cc(/C=N/O)ccc1Oc1ccc([N+](=O)[O-])cc1[N+](=O)[O-]
→ -16	0	-18	1.7	2	1.1	18	29
- CCCCCc1cc(=O)oc2c(C(CCN3CCCC(C)C3)c3ccc(N(C)C)cc3)c(OC)cc(OC)c12 (configuration not stated)
→ -1	-2	19	3.8	-8	0.85	-82	17
- Cc1cccn2c(=O)nc(SCC(=O)N3CCCCC3)nc12
→ .	4	2	-0.4	3	1.1	-70	-7
- CCN(CC)S(=O)(=O)c1cc(C(=O)OC)ccc1Cl
→ -3	1	-11	1.7	19	1.1	10	-11
- CC1CCCN(S(=O)(=O)c2ccc(C(=O)Nc3nnc(-c4ccncc4)o3)cc2)C1 (configuration not stated)
→ -2	0	1	4.0	-5	0.93	14	-8
